Compound activity from PubChem BioAssay.
HT1080NT lethal: kills 2HG-producing HT-1080-NT fibrosarcoma cells. HT-1080-NT fibrosarcoma viability, CellTiter-Glo ATP luminescence, 48 h. Potency, µM (highest dose often 46.1 µM), for inactives: top-dose activity, negative = less viability, usual class: cytotoxic. 360,000 compounds, 1.6% hits;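 also: NT is the 2HG producing partner of a matched IDH1 knockdown line; potency is read from the fitted curve at half-maximal effect; 0% = DMSO-treated cells and -100% = media-only wells without cells; nearly all actives have a fitted effect of over 55% in size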
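Viability of the 2HG-overproducing fibrosarcoma line after 48 hours of compound exposure at 37 degrees C was determined by luminescence with CellTiter-Glo, and concentration-effect curves were then fitted and categorized.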
SW480 rerep: DNA re-replication induction in SW480 cells. SW480 DNA re-replication, Hoechst DNA content imaging, 48 h. Potency, µM (series often up to 46.1 µM), for inactives: at the top dose re-replication activation, usual class: activators. 340,000 compounds, 1.8% hits. AID 624297; also: potency is read from the fitted curve at half-maximal effect; % of control where 0% means no effect; nearly all actives have a fitted effect of over 55% in size
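Hoechst fluorescence of nuclei (405 nm excitation, 500-530 nm emission) measured by plate-scanning imager after 48 hr compound exposure at 37 C; re-replication scored as increased number of nuclei with elevated intensity.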
KB-V1 cytotox: kills drug-selected multidrug resistant KB-V1 cells | KB-V1 MDR cells viability, CellTiter-Glo, 72 h | Potency, µM (highest dose often 46.1 µM), for inactives: top-dose activity change, negative = cytotoxicity, actives largely listed as cytotoxic | 400,000 compounds, 3.4% hits | AID 1347076; also: potency is read from the fitted curve at half-maximal effect; % is scaled to controls: 0 for no effect and ±100 for the full control effect; nearly all actives have a fitted effect of over 60% in size
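Following 72 h at 37 degrees C with compound, KB-V1 cell viability was read by CellTiter-Glo luminescence, medium being phenol-red-free DMEM plus 10% FBS; concentration-response parameters came from normalized, curve-fitted qHTS data.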
GLP1R cytotox: cytotoxic in the GLP-1 receptor inverse agonist counter-screen; HEK293 cAMP-luciferase reporter cells, luminescence, 24 h; Potency, µM (series often up to 38.3 µM), for inactives: top-dose activity change, negative = inhibition, actives largely listed as inhibitors; 410,000 compounds, 0.13% hits; AID 624418;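 also: loss of luciferase light is scored as toxicity; potency is read from the fitted curve at half-maximal effect; % is scaled to controls: 0 for no effect and ±100 for the full control effect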
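Step one: seed cells (200 cells/uL, DMEM with 10% Nu serum, 1% pen-strep). Step two: 12-hour incubation at 37 deg C. Step three: pin 23 nL compound, incubate 24 hr. Step four: add luciferase reagent, read luminescence 12 min later.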
HT1080 IDH1KD tx: toxicity to HT-1080 IDH1 knockdown cells (counter line); HT-1080 IDH1 knockdown viability, ATP luminescence, 48 h; Potency, µM (doses to about 46.1 µM), for the others: top-dose activity, negative = toxicity, hits mostly cytotoxic; 360,000 compounds, 2% hits;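 also: potency is read from the fitted curve at half-maximal effect; 0% = DMSO wells and -100% = cell-free medium wells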
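Viability of IDH1-knockdown HT-1080 fibrosarcoma cells was assessed by CellTiter-Glo after 48 h at 37 °C with titrated compound; concentration-effect curves were classified by fit quality and response size.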
MCF10A rereplic: inducers of DNA re-replication in MCF 10A breast cells | MCF 10A DNA re-replication, Hoechst nuclear intensity, 48 h | Potency, µM (highest dose often 46.1 µM), without a hit: top-dose activity, positive = re-replication, actives largely listed as activators | 350,000 compounds, 2.9% hits; also: potency is read from the fitted curve at half-maximal effect; % of control where 0% means no effect; nearly all actives have a fitted effect of over 50% in size
KB-3-1 cytotox: KB-3-1 parental cell cytotoxicity; KB-3-1 viability, CellTiter-Glo ATP luminescence, 72 h; Potency, µM (series often up to 46.1 µM), for the others: at the highest dose activity change, negative = cytotoxic, actives largely listed as cytotoxic; 400,000 compounds, 1.4% hits; AID 1347075; also: potency is read from the fitted curve at half-maximal effect; % is scaled to controls: 0 for no effect and ±100 for the full control effect; nearly all actives have a fitted effect of over 60% in size
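KB-3-1 parental drug-naive adenocarcinoma cells in DMEM/10% FBS, incubated 72 h at 37 C with pin-transferred compounds across a concentration series. Viability by CellTiter-Glo luminescence; concentration-response curves fitted after normalization.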
IL1B secr inh: blocks inflammasome-driven IL-1 beta release. THP-1 LPS/ATP IL-1B secretion, AlphaLISA, 16 h; hits give low values. activity change, % at 57.5 µM. 360,000 compounds, 4.7% hits. AID 743279; in the data active = activity change below about -50%; inconclusive = mostly about -30% to -49%; also: % is scaled to controls: 0 for no effect and ±100 for the full control effect
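Secreted IL-1B measured by AlphaLISA bead assay after 16 h compound exposure of THP-1 cells; compounds (final up to 57.5 uM) added 1 h before LPS (250 ng/mL) and ATP (1.25 mM) stimulation; lower signal means less secretion.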
D3 ag: D3 dopamine receptor (human) agonism | P35462 | D3R DiscoveRx beta-arrestin cells, luminescence, 90 min | max activation, % | 410,000 compounds, 0.58% hits | AID 652048; in the data active = max activation above about 30%; also: 0% is about no effect; mostly tested at two doses, the higher about 12 µM
Target sequence (P35462 whole entry, looked up): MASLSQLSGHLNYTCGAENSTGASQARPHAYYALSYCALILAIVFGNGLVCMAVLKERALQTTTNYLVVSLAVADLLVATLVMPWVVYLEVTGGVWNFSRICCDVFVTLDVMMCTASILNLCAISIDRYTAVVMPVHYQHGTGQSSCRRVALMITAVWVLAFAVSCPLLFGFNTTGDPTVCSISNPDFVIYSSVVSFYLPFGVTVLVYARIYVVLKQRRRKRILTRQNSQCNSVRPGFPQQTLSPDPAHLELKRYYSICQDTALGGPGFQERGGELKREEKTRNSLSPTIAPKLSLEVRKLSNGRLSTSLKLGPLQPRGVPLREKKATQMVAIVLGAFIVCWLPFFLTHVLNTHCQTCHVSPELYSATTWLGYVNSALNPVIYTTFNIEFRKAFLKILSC
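Cells at 1500/well, incubated overnight, then treated with pinned compounds (dopamine as control) for 90 min at 37 degrees C. DiscoveRx reagent added for 30 - 60 minutes at room temperature; luminescence read.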
* hit, by the source's call; ? = inconclusive; / = not tested or not shown; & = joins results of further samples; [ ] = dose if it differs, or a comment. Unless noted, calls follow the shape of the dose curve; as a rule, active = well fitted curve in the direction sought with a large enough effect; inconclusive = small, poorly fitted or top-dose-only effect, or another doubt; inactive = no such curve, though single readings can be large; an effect the other way counts as inactive or inconclusive. Rows were taken by chance; 11% or so of the library scored in one or more.

SMILES	HT1080NT lethal	SW480 rerep	KB-V1 cytotox	GLP1R cytotox	HT1080 IDH1KD tx	MCF10A rereplic	KB-3-1 cytotox	IL1B secr inh	D3 ag
CCOc1ccc(CCNC(=O)c2cccc(S(=O)(=O)N3CC(C)OC(C)C3)c2)cc1OCC (stereo unspecified)	1%	?	?	3%	1%	16%	13%	10	2
Cc1nnc(SCC(=O)NCC(=O)Nc2ccc(F)c(F)c2F)n1Cc1ccccc1	3%	-4%	-1%	-2%	1%	0%	-11%	22	3
O=C(/C=C/c1ccc(Br)cc1)NCc1cccs1	7%	3%	20%	9%	0%	-3%	10%	-13	-5
CCC(=O)N1CCN(c2cc(C)ccc2C)CC1	-3%	-1%	-3%	4%	-1%	2%	-1%	-4	-3
COc1ccccc1CNS(=O)(=O)c1csc(C(N)=O)c1	-2%	1%	-26%	-6%	-7%	3%	-26%	2	3
CCOc1ccc(/C=N/Nc2ccc(C(F)(F)F)cc2[N+](=O)[O-])cc1O	-13%	-6%	-18%	-29%	-26%	-8%	-13%	-9	-6
O=C(NN=C1CCCC1)c1ccccc1OCCOc1ccccc1	7%	-3%	16%	11%	3%	1%	2%	78	3
Nc1ccc(-c2cnc[nH]2)cc1[N+](=O)[O-]	-4%	-7%	-3%	-24%	-3%	-3%	-2%	-8	-24
CSCCC(=O)N1CCC(CCC(=O)NC2CC2)CC1	6%	-4%	4%	10%	1%	0%	20%	0	7
CCN(Cc1cnn(C)c1)C(=O)c1ccc2nc(Cc3cccc(Cl)c3)oc2c1	-11%	-2%	0%	0%	-7%	-11%	-3%	0	-9
C[C@@H]1CN([C@H](C)CO)C(=O)CCCn2cc(nn2)CO[C@H]1CN(C)S(=O)(=O)c1cccs1	18%	/	-5%	4%	18%	/	0%	-18	-3
CC(C)c1ccc(N=c2c([N+](=O)[O-])nn(-c3ccc4c(c3)OCCO4)n2O)cc1	-16%	1%	-3%	-8%	-2%	-16%	-5%	?	5
Cc1ccc(NC(=O)COC(=O)Cn2c(C)csc2=O)c([N+](=O)[O-])c1	1%	-6%	0%	5%	0%	5%	10%	-8	1
Cc1ccc2nc(NC(=O)Cn3cc4c(n3)CCCCC4)sc2c1	2%	2%	-20%	1%	0%	?	3%	1	-5
Clc1ccc(C2=NNC(=NCC3CCCO3)SC2)cc1 (stereo unspecified)	-16%	6%	?	?	-29%	15%	-25%	?	-10
Cn1c(=O)c2c(nc(Sc3ncnn3CC(=O)NC3CCCCC3)n2C)n(C)c1=O	6%	-5%	-13%	-20%	9%	-4%	-2%	15	-9
CN(C(=O)c1ccc(COc2ccccc2Cl)o1)c1ccccc1	-4%	-37%	-13%	-7%	-7%	?	4%	29	-12
O=C(/C=C/c1ccccc1)NCc1ccc2c(c1)OCO2	10%	3%	0%	-24%	-1%	5%	-6%	61	0
CCc1nnc(NC(=O)CSc2nc3c(c(=O)n2C)SC(C)C3)s1 (stereo unspecified)	-8%	-7%	-4%	1%	-1%	-15%	-3%	23	8
CC(=O)CCc1ccc(OCC(=O)Nc2cccc(S(=O)(=O)N(C)c3ccccc3)c2)cc1	-20%	0%	-22%	8%	-6%	?	20%	-8	-1

Another view of part of the listing above:
Results follow in this order: HT1080NT lethal | SW480 rerep | KB-V1 cytotox | GLP1R cytotox | HT1080 IDH1KD tx | MCF10A rereplic | KB-3-1 cytotox | IL1B secr inh | D3 ag
O=C(/C=C/c1ccccc1)NCc1ccc2c(c1)OCO2
  10% | 3% | 0% | -24% | -1% | 5% | -6% | 61 | 0
O=C(NN=C1CCCC1)c1ccccc1OCCOc1ccccc1
  7% | -3% | 16% | 11% | 3% | 1% | 2% | 78 | 3

Continuation.
SMILES	HT1080NT lethal	SW480 rerep	KB-V1 cytotox	GLP1R cytotox	HT1080 IDH1KD tx	MCF10A rereplic	KB-3-1 cytotox	IL1B secr inh	D3 ag
Cc1ccc(Cl)cc1N1CCN(C(=O)c2cc3c(=O)oc4ccccc4c3s2)CC1	/	/	?	4%	/	/	2%	/	9
Cc1cnc(NC(=O)Cc2ccc(C)c(C)c2)s1	?	6%	-2%	-11%	-23%	15%	-9%	27	0
COc1ccc(/C=C2\N=C3CCCN3C2=O)cc1	7%	-19%	16%	-3%	-1%	1%	6%	?	-11
C#Cc1ccc(NC(=O)C2(C)CCN2C(=O)c2cc(C)n(C)n2)cc1 (stereo unspecified)	4%	/	-1%	1%	11%	/	0%	-5	11
C/C=C(\C)CN1CCN(c2ccccc2)CC1	18%	0%	10%	3%	3%	-1%	11%	-3	-7
Cc1cc(Nc2ccc(F)c(F)c2)nc(-c2ccccc2O)n1	?	-8%	-1%	1%	?	7%	-5%	0	4
O=C(/C=C/c1ccccc1)N1c2ccccc2Sc2ccc(C(F)(F)F)cc21	-2%	-19%	-28%	21%	-8%	?	-11%	-1	-2
COC(=O)c1cc(Sc2cccc(Cl)c2Cl)ccn1	-5%	-5%	3%	-3%	?	?	-9%	-23	1
CC(=O)c1c(OC(=O)c2ccccc2)ccnc1C(F)(F)F	5%	-27%	0%	3%	8%	8%	4%	-7	1
Cc1ccccc1NC(=O)NCCc1c[nH]c2ccccc12	20%	5%	?	0%&3%	19%	11%	8%&-25%	-12	6&2
Cc1nc2c(C)cccc2cc1C(=O)N/N=C/c1cccc([N+](=O)[O-])c1	-23%	?	?	?	?	?	?	-12	2
CCOC(=O)C1CCCN(C(=O)c2cnn3c(C(F)F)cc(-c4ccc(C)cc4)nc23)C1 (stereo unspecified)	-14%	3%	-2%	2%	-15%	6%	9%	-24	3
CC(=O)Nc1cccc(NC(=O)C(=O)NCCc2csc3nc(-c4ccccc4F)nn23)c1	/	/	-3%	-14%	/	/	0%	/	19
COCCNC(=O)Cn1nc(C)c([N+](=O)[O-])c1C	9%	-1%	-3%	5%	9%	-3%	-6%	-4	3
COc1ccc(CN2CCCCC2C)c(C)c1C (stereo unspecified)	13%	-6%	?	-12%	-16%	0%	-2%	-1	-18
Cc1cc(C(=O)COC(=O)C23CC4CC(CC(O)(C4)C2)C3)c(C)n1C	3%	-3%	-16%	4%	9%	6%	31%	4	-5
O=C(NC1CC1)c1ccc(S(=O)(=O)NCC2CCCCC2)cc1	3%	0%	-9%	4%	10%[9.24 µM]	5.8µM*	-10%	44	3
O=C(CSc1nc2ccccc2c(=O)n1-c1ccccc1)NCc1ccc2c(c1)OCO2	-25%	-11%	-6%	-50%	0%	-5%	9%	-7	-4
CCOc1ccc(CC(C(N)=O)C(N)=O)cc1	17%	0%	?	1%	19%	0%	-1%	16	-6
CN1CCN(C(=O)c2cc3c(n(-c4ccccc4)c2=O)CC(C)(C)CC3=O)CC1	1%	0%	24%	16%	8%	0%	12%	12	-8
COc1cc(OC)c2c(-c3cccc(-c4ccc(NC(C)=O)cc4)c3)cc(=O)oc2c1	0.52µM*	9.2µM*	0%	-21%	0.92µM*	?	0%	84	-13
CCC(C(=O)OCc1cc(=O)n2nc(CCOC)sc2n1)c1ccccc1 (stereo unspecified)	/	/	-23%	-1%	/	/	-10%	/	-17
Clc1ccccc1NN=Cc1ccccn1	-10%	/	4%	-16%	?	/	5%	0	-13
O=C1C=C(c2cccc(Cl)c2O)C[C@@H](c2ccc(F)cc2)C1	-1%	5%	-15%	20%	-5%	?	-27%	-13	-13
N=C(N)SCc1ccccc1Cl	0%	?	0%	-18%	15%	?	-10%	-80*	2
CCC1=NN2C(=N)/C(=C/c3ccc(OS(=O)(=O)c4ccccc4)c(OC)c3)C(=O)N=C2S1	-22%	2%	0%	4%	-18%	0%	4%	21	8
Cc1c(Cl)cccc1NC(=O)CNC(=O)c1cn(-c2ccccc2)nc1-c1cccnc1	-6%	0%	15%	-5%	-10%	1%	4%	0	0
CCCC(c1nnnn1C(C)(C)CC)N1CCN(C2CCCC2)CC1 (stereo unspecified)	-1%	0%	-14%	15%	0%	-6%	-4%	?	-13
CNc1ncnc(Sc2ccc(Cl)cc2)c1[N+](=O)[O-]	-3%	-5%	-2%	0%	3%	7%	-22%	-27	-16
COc1cccc(NC(=O)COC(=O)C2CC(=O)N(c3ccc(C)cc3)C2)c1 (stereo unspecified)	1%	-18%	?	2%	10%	8%	4%	27	-2
N#Cc1cccc(C#N)c1N1CCC(C#N)CC1	16%	1%	-1%	-7%	27%	-4%	24%	-4	-2
CC1(CO)CCCC1NCCNC1CCCC1(C)CO (stereo unspecified)	0%	/	8%	1%	3%	/	0%	10	6
CN(CC(=O)Nc1ccc(F)c(F)c1F)C(=O)c1cc(S(=O)(=O)N(C)C)ccc1N1CCCC1	-3%	-15%	-12%	5%	0%	6%	10%	8	0
CNC(=O)CN1C(=O)C2C3C=CC(C3)C2C1=O (stereo unspecified)	10%	-8%	-3%	3%	5%	0%	-2%	-3	0
COc1ccc(NC(=O)COC(=O)c2ccc(O)cc2)c([N+](=O)[O-])c1	1%	-7%	-4%	11%	-1%	-4%	-4%	12	2
C=CCn1c(SCC(=O)O)nnc1-c1cccc(Cl)c1	12%	2%	16%	-21%	3%	-4%	-5%	13	4
Cc1cccc(C(=O)Nc2ccc(CC(=O)O)cc2)c1	-1%	2%	0%	-3%	8%	4%	16%	0	-7
Cn1c(N)c(C(=O)COC(=O)CCC2CCCC2)c(=O)n(C)c1=O	-1%	-1%	-4%	1%	12%	-5%	14%	9	3
C/C(=N\NC(=O)c1nnn(-c2nonc2N)c1CN(C)C)c1ccco1	?	-1%	12%	3%	17%	0%	21%	-2	4
CS(=O)(=O)Nc1ccc(C(=O)CC(=O)Nc2ccc([N+](=O)[O-])cc2)cc1	-20%	-8%	14%	-2%	-15%	-12%	?	-10	4
